Screening results as filed in PubChem.
TRPC6 act = mouse TRPC6 channel activation; Q61143; HEK293-TRPC6 membrane potential dye fluorescence; active compounds read high; B-score at 10 µM; 310,000 compounds, 0.13% hits;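 active = B-score of the integrated fluorescence ratio above library mean plus 3 SD, and starting fluorescence ratio within library mean plus 5 SD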;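 note: higher score means more depolarization so channel activation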
TRPC4 block = TRPC4 (mouse) channel inhibition | Q9QUQ5 | HEK293 TRPC4beta/mu-opioid, DAMGO-evoked Fluo4 calcium flux; active compounds read low | B-score at 10 µM | 300,000 compounds, 0.39% hits | AID 2247;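 active = B-score over 3 SD under the library average, no early fluorescence shift, positive overall ratio signal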
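Assay system: HEK293 cells with stable TRPC4beta plus mu-opioid receptor expression; Probe or stimulus: DAMGO in two steps, submaximal then maximal; Dosing: single-point compound dosing; Measured by: Fluo4 calcium-dye fluorescence, kinetic read; Read-out basis: B score from integrated Fluo4 fluorescence ratio.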
TRPC6 inhibitor = inhibitors of mouse TRPC6 channel; Q61143; HEK293-TRPC6, membrane potential dye, ACh-evoked depolarization; active compounds read low; B-score at 10 µM; 310,000 compounds, 1.1% hits; AID 2553;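 active = B-score under library mean minus 3 SD, initial fluorescence not abnormally high, positive integrated signal ratio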;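 note: B-score derived from integrated fluorescence ratio over the kinetic read; more negative B-score means stronger inhibition of depolarization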
IEC-6 cytotox = kills IEC-6 intestinal cells in KLF5 counter-screen | inhibition, % at 5 µM | 290,000 compounds, 0.78% hits | AID 1825 | IEC-6 cytotoxicity, luminescence viability; in the data active = inhibition above about 22%;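 note: 0% = plate median of test compound wells and 100% = cytotoxic reference compound wells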
SKKanGAS inh = blocks kanamycin growth of S. pyogenes SKKanGAS strain. BacTiter-Glo, 6 h. inhibition, % at 7.5 µM. 300,000 compounds, 1.3% hits;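 active = mean replicate score, as percent of positive control median, at least 50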;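 note: strain carries kanamycin resistance gene driven by streptokinase promoter and grows in 40 µg/ml kanamycin; loss of luminescence reflects streptokinase promoter inhibition or plain growth inhibition; 0% = median of DMSO wells and 100% = positive control at its reference dose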
TRPC4 PAM = TRPC4 (mouse) allosteric potentiation | Q9QUQ5 | HEK293 TRPC4beta/mu-opioid, DAMGO EC20, Fluo-4 Ca2+ flux; active compounds read high | B-score at 10 µM | 310,000 compounds, 0.42% hits | AID 2227;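 active = B-score of calcium response area above 5 SD of library B-scores, with initial fluorescence ratio within 5 SD of library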;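 note: B-score of integrated fluorescence ratio over time as area under calcium response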
KLF5 inhibitor = inhibitors of KLF5 expression | DLD-1 KLF5 promoter-luciferase reporter, luminescence | inhibition, % at 5 µM | 290,000 compounds, 0.23% hits | AID 1700;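 active = inhibition above a per-plate limit of that plate's mean compound inhibition plus 3 SD, cut at about 60% in these data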;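 note: 0% = DMSO wells and 100% = LY294002 at 200 µM; higher means less KLF5 promoter-driven luciferase light; inactives centre near -14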
TRPC4 agonist = TRPC4 (mouse) channel activation | Q9QUQ5 | HEK293 TRPC4beta/mu-opioid, Fluo4 calcium fluorescence; active compounds read high | B-score at 10 µM | 310,000 compounds, 0.49% hits;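 active = B-score above 5 SD of library B-scores, and initial fluorescence ratio not above library mean plus 5 SD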;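 note: positive B-score marks a calcium rise read as TRPC4 activation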
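Assay system: HEK293 stable line with TRPC4beta plus mu-opioid receptor; schedule: 45 min room-temperature Fluo4 loading, 110 s read; technique: kinetic Fluo4 calcium fluorescence; evaluation: integrated baseline-normalised fluorescence ratio, converted to per-well B score; controls: buffer (low) and maximal DAMGO (high)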
HIF act = HIF pathway transcriptional activation | U2OS HRE-luciferase reporter, luminescence; normalized: DMSO 0%, desferrioxamine 100% | activation, % at 7.5 µM (by protocol) | 300,000 compounds, 0.32% hits;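 active = mean activation of at least 10% of the iron chelator positive control signal, with at least half of replicates also reaching 10%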
MrgX1 antagonist = human MrgX1 receptor antagonism, primary screen. Q96LB2. MRGX1-HEK293 calcium flux, Fluo-4, BAM8-22 antagonism; active compounds read low. B-score at 10 µM. 310,000 compounds, 1.3% hits;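 active = calcium-response B-score plate-corrected more than 3 library SD below zero, starting fluorescence within 5 deviations, no agonist response on first addition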;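 note: peak minus trough fluorescence over baseline after final BAM8-22 challenge near maximal dose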
Target sequence (Q96LB2 whole entry, looked up): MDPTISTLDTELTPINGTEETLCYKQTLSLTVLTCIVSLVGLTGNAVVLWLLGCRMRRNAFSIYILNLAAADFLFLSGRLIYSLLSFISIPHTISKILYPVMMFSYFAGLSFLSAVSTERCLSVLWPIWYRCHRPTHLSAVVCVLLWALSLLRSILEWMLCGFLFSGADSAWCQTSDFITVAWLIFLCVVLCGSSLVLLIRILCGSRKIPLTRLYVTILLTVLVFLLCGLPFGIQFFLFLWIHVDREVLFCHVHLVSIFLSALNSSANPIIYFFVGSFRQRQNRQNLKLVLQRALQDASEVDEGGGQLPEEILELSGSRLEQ
aSyn UTR inh = 5' untranslated region of α-synuclein, MLPCN primary screen; alpha-synuclein 5'UTR reporter, inhibitor activity; inhibition, % (tested at 7.5 µM); 300,000 compounds, 0.82% hits; in the data active = inhibition above about 60%;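 note: H4 neuroglioblastoma cells stably carrying SNCA 5'UTR luciferase fusion; 0% = DMSO wells and 100% = positive control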
* = called active by the depositor; i = inactive; . = not tested or not shown.

SMILES	TRPC6 act	TRPC4 block	TRPC6 inhibitor	IEC-6 cytotox	SKKanGAS inh	TRPC4 PAM	KLF5 inhibitor	TRPC4 agonist	HIF act	MrgX1 antagonist	aSyn UTR inh
CC(=O)N1CCN(S(=O)(=O)c2ccc(S(=O)(=O)NCC(C)C)cc2)CC1	i	i	i	-9	-3	i	-21	i	-1.4	i	4
Cc1sc(C(=O)Nc2ccc3ccccc3c2)cc1CC(=O)O	i	i	i	7	-7	i	-49	i	0.7	i	-33
COc1ccc(-c2nn3c(-c4ccco4)nnc3s2)cc1OC	i	i	i	-8	12	i	-10	i	-0.7	i	20
CCCCn1c(=NC(=O)c2ccco2)c(C(=O)OCC)cc2c(=O)n3ccccc3nc21	i	i	-5.8*	0	23	i	-43	i	0.5	i	-5
CC1CCCN(C(=O)CCS(=O)(=O)c2ccc3c(c2)NC(=O)C(C)S3)C1 (stereo not drawn)	i	i	i	2	0	i	-4	i	-0.2	i	11
O=C(Nc1ccc(Cl)cc1)ON=C1CCCC1	i	i	i	-8	2	i	-13	i	2.1	i	-75
Cc1nn(Cc2ccc(C(=O)NN)cc2)c(C)c1Cl	i	i	i	-5	5	i	-12	i	-0.2	i	-5
CC1(C)Cc2c(sc3c2c(N)nc(=S)n3Cc2ccccc2)CO1	i	i	i	3	-1	i	8	i	-0.1	i	23
CN1/C(=C\C=C2/SC(=S)N(CC(=O)O)C2=O)C(C)(C)c2ccccc21	i	i	i	1	17	i	-6	i	-0.6	i	20
O=C(N/N=C/c1ccc([N+](=O)[O-])o1)c1cc(-c2cccc(Br)c2)nc2ccccc12	i	i	i	-2	98*	i	4	i	0.0	i	-83
C=CCn1c(SCC(=O)N2CCOCC2)nc2sc3c(c2c1=O)CCCC3	i	i	i	-4	2	i	-23	i	-0.2	i	15
CC1CN(c2ncnc3c2cnn3-c2ccc(Cl)cc2)CC(C)O1 (stereo not drawn)	i	i	i	4	-4	i	-71	i	2.5	i	-59
CN(CCOc1ccccc1)C(=O)C1CCN(C(=O)c2ccc(F)cc2)CC1	i	i	i	4	11	i	6	i	-0.8	i	-2
Cc1ccc(S(=O)(=O)c2c[nH]c3ccc(C)cc3c2=O)cc1	i	i	i	1	4	i	-17	i	-1.7	i	-3
CCOC(=O)c1c(CN2CCN(CCO)CC2)n(-c2ccccc2)c2cc(Br)c(O)cc12	i	i	i	-6	-8	i	-11	i	-0.2	i	18
Cc1[nH]c2ccccc2c1/C=N/NC(=S)NC(C)C	i	i	i	10	-7	i	-31	i	0.9	i	-14
CCCCn1c(=S)[nH]c2ncccc2c1=O	i	i	i	1	8	i	6	i	-0.4	i	-7
Cc1cccc(C(=O)NC2CCN(C(=O)NCc3ccccc3)CC2)c1	i	i	i	-6	-2	i	-16	i	-0.2	i	1
CCOCCCn1c(SCC(=O)NCc2ccc3c(c2)OCO3)nc2ccccc2c1=O	i	i	i	-7	9	i	-5	i	-0.2	i	17
CS(=O)(=O)N1CCN(c2ccccc2NC(=O)c2ccc(-c3ccc(Cl)cc3Cl)o2)CC1	i	i	i	-1	9	i	-16	i	0.0	i	10
CCN1CC(CN(C)Cc2nc(COc3ccccc3)no2)CC1=O (stereo not drawn)	i	i	i	0	.	i	-6	i	0.3	i	1
CN1C(=O)/C(=C/c2coc3ccc(O)cc3c2=O)SC1=S	i	i	i	2	0	i	-10	i	0.4	i	-33
COc1ccc(CCN(C(=O)C(F)(F)F)C(C(=O)NC2CCCC2)c2cccs2)cc1 (stereo not drawn)	i	i	i	-4	0	i	-20	i	-0.2	i	13
COC(=O)c1ccc(C(=O)N(CCN(C)C)c2nc3c(Cl)cccc3s2)cc1	i	i	i	-1	5	i	-5	i	0.5	i	11
CCn1nc(C(=O)N2CCN(Cc3ccc4c(c3)OCO4)CC2)c2ccccc2c1=O	i	i	i	0	5	i	-18	i	-0.2	i	5

Just TRPC4 agonist (4 entries from above):
| SMILES | TRPC4 agonist |
| --- | --- |
| CN1/C(=C\C=C2/SC(=S)N(CC(=O)O)C2=O)C(C)(C)c2ccccc21 | i |
| CC(=O)N1CCN(S(=O)(=O)c2ccc(S(=O)(=O)NCC(C)C)cc2)CC1 | i |
| CN(CCOc1ccccc1)C(=O)C1CCN(C(=O)c2ccc(F)cc2)CC1 | i |
| O=C(N/N=C/c1ccc([N+](=O)[O-])o1)c1cc(-c2cccc(Br)c2)nc2ccccc12 | i |

Following part
SMILES	TRPC6 act	TRPC4 block	TRPC6 inhibitor	IEC-6 cytotox	SKKanGAS inh	TRPC4 PAM	KLF5 inhibitor	TRPC4 agonist	HIF act	MrgX1 antagonist	aSyn UTR inh
CCC(=O)n1nc(-c2ccc(Cl)cc2)nc1N	i	i	i	-2	-15	i	-16	i	0.2	i	-14
CN1CCN(C(=O)C23CC4CC(C2)CC(c2ccccc2)(C4)C3)CC1	i	i	i	4	-7	i	-12	i	0.0	i	2
O=C(N/C(=C/c1ccc(Cl)cc1)C(=O)N1CCCC1)c1ccccc1	i	i	i	8	-6	i	-53	i	-0.8	i	-6
CC(O)Cn1c(=O)c2c(nc(Br)n2Cc2ccccc2)n(C)c1=O (stereo not drawn)	i	i	i	-3	-5	i	-31	i	.	i	6
CCOC(=O)C1(Cc2ccc(Cl)cc2)CCN(C(=O)C2=NNC(=O)CC2)CC1	i	i	i	3	-1	i	3	i	0.2	i	-2
COc1ccc(NC(=O)/C=C/c2c(Cl)nc3ccccn23)cc1	i	i	i	-5	-10	i	-6	i	0.2	i	5
COc1ccc(CNC(=O)CSc2nc3cccnc3s2)cc1	i	i	i	-1	14	i	-44	i	0.5	i	-32
COc1cc(C2c3[nH]c4ccccc4c3CCN2Cc2cn(C)nc2C)ccc1F (stereo not drawn)	i	i	i	7	-7	i	-38	i	0.2	i	-16
COC(=O)Nc1ccc(=O)n(Cc2c(Cl)cccc2Cl)c1	i	i	i	-2	2	i	-48	i	175*	i	7
CC(=O)C1C(=O)CC(C)(O)C(C(C)=O)C1c1ccccc1 (stereo not drawn)	i	i	i	5	2	i	-14	i	-0.2	i	25
Cc1ccc(C)c(N(CC(=O)NC2CCCC2)C(=O)c2csnn2)c1	i	-10*	i	-2	-2	i	-10	70*	-0.3	i	-4
O=C(NCC(=O)N1CCN(c2ccccc2O)CC1)c1ccco1	i	i	i	1	-2	i	-42	i	0.3	i	-3
Cc1cc(C(=O)Nc2ccc3ccccc3c2)oc1C	i	i	i	13	-8	i	-126	i	1.9	i	-49
COc1ccc(/C=N/NC(=O)c2ccn[nH]2)cc1COc1ccc(Cl)cc1Cl	i	i	i	1	17	i	-5	i	0.2	i	17
N#CC1C(C#N)N2CCCN2C1c1ccc(Cl)cc1 (stereo not drawn)	i	i	i	0	3	i	-1	i	-0.7	i	-4
COc1cc(-c2cc(=O)c3c(O)c(OC)c(OC)c(O)c3o2)ccc1O	i	i	i	-3	-2	i	5	i	-0.5	i	87*
O=C(Cn1nnc(-c2ccccc2NC(=O)c2ccccc2F)n1)NCc1ccco1	i	i	i	-6	2	i	-18	i	0.3	i	-2
O=C(c1ccccc1)N1CCN(C(=O)C2CC2)CC1	i	i	i	-5	0	i	-42	i	-0.1	i	-9
CCN(CC)S(=O)(=O)c1cccc(-c2nnc(SCC(=O)c3cc(C)n(C4CC4)c3C)o2)c1	i	i	i	.	12	i	.	i	0.1	i	17
OCCNc1nc(Nc2ccc(Br)cc2)nc2ccccc12	i	i	-7*	12	-2	i	-19	i	0.9	-6.9*	6
O=C(N/N=C/c1ccc([N+](=O)[O-])cc1)c1cc(C2CC2)nc2ccccc12	i	i	i	7	10	i	5	i	2.3	i	7
COc1cc(/C=C/C(=O)Nc2nnc(C(C)(C)C)s2)cc(OC)c1OC	i	i	i	5	-14	i	2	i	-1.2	i	-20
COc1ccc(CC2C(=O)OC(C)(C)OC2=O)c(Cl)c1OC	i	i	i	-1	-3	i	-25	i	0.2	i	0
COc1ccc(C(=O)OCCc2sc[n+](CC(=O)c3ccccc3)c2C)cc1	i	i	-5.3*	-5	2	i	-27	i	2.0	i	-32
Cc1cc(C(F)F)n2nc(C(=O)Nc3cccc(S(=O)(=O)N4CCOCC4)c3)nc2n1	i	i	i	0	-4	i	-19	i	-0.2	i	15

A different layout for some results above.
Order of values – TRPC6 act, TRPC4 block, TRPC6 inhibitor, IEC-6 cytotox, SKKanGAS inh, TRPC4 PAM, KLF5 inhibitor, TRPC4 agonist, HIF act, MrgX1 antagonist, aSyn UTR inh
> O=C(Cn1nnc(-c2ccccc2NC(=O)c2ccccc2F)n1)NCc1ccco1
→ i, i, i, -6, 2, i, -18, i, 0.3, i, -2
> O=C(c1ccccc1)N1CCN(C(=O)C2CC2)CC1
→ i, i, i, -5, 0, i, -42, i, -0.1, i, -9

(more compounds)
SMILES	TRPC6 act	TRPC4 block	TRPC6 inhibitor	IEC-6 cytotox	SKKanGAS inh	TRPC4 PAM	KLF5 inhibitor	TRPC4 agonist	HIF act	MrgX1 antagonist	aSyn UTR inh
CN1C(=O)[C@H]2[C@@H](C3CC3)N3C(=O)CN(Cc4ccccn4)C(=O)[C@@]3(Cc3ccccc3)[C@H]2C1=O	i	i	i	-12	2	i	-26	i	-0.5	i	-19
COc1ccc(-n2c(COc3ccc(C)cc3)nnc2SCc2ccc(C#N)cc2)cc1	i	i	i	-4	5	i	-23	i	-0.1	i	0
COc1ccc(Nc2nc(N3CCOCC3)nc(N3CCOCC3)n2)cc1Cl	i	i	i	-6	4	i	-39	i	0.1	i	-3
CN1CCN(c2ccc([N+](=O)[O-])cc2C(=O)c2ccc(Cl)cc2)CC1	i	i	i	49*	5	i	0	i	0.8	i	37
CCOC(=O)C1CCN(C(=O)C2CCN(S(=O)(=O)CC)CC2)CC1	i	i	i	-2	-1	i	-8	i	0.1	i	1
O=C(O)CC(=O)Nc1ccc(Oc2ccc(C(F)(F)F)cn2)c(Cl)c1	i	i	i	2	5	i	-4	i	-1.4	i	65*
O=C(Nc1cccc(O)c1)N1CCOCC1	i	i	i	-6	10	i	-5	i	0.1	i	4
CC(C)(C)c1cc(C(=O)N2CCc3ccccc32)ccn1	i	i	i	3	-9	i	-9	i	-0.1	i	-16
OC(CN1CCN(c2ccc(F)cc2)CC1)c1ccc(Cl)cc1 (stereo not drawn)	i	i	i	-4	3	i	-51	i	0.3	i	3
COc1cc(CNCCO)ccc1OC1CCCC1	i	i	i	3	-3	i	-9	i	-0.6	i	6
Cc1nonc1C(=O)N/N=C/c1ccc(O)cc1	i	i	i	2	-9	i	-21	i	0.2	i	-9
